Screens: PubChem, several laboratories
ER stress rescue: protection against thapsigargin-triggered cell killing – 384-well, CSM14.1, ATP luminescence, primary screen (AID 1222). CSM14.1 thapsigargin-induced death rescue, ATP luminescence; higher % means a stronger effect. 190,000 tested, under 10 active. cellular ATP content (survival), % at 20 µM; hits with a dose series show EC50 in µM;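 active = EC50 below 50 µM in the dose-response confirmation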;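 also: death triggered by thapsigargin at about 15 µM added after 2 h compound pretreatment; cell ATP read after overnight thapsigargin exposure of roughly 18 to 22 hours; normalized against plate controls of thapsigargin alone and 5% DMSO vehicle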
Rac1 GTP hydrolysis: MgcRacGAP GTPase-activating activity inhibitors, confirmation, biochemical, ADP Hunter fluorescence; MgcRacGAP-stimulated Rac1 GTP hydrolysis, ADP Hunter fluorescence; higher % means a stronger effect; GST-tagged Rac1 F28L mutant substrate; inhibition, % at 30 µM, or IC50 in µM where a hit was titrated; 0.6% of 340,000 active;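 active = first-screen hits whose inhibition reached a set limit at any dose in the follow-up dose series; inconclusive = inhibition above the set first-screen limit but never retested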;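 also: fluorescence reports GDP produced by GAP-driven GTP hydrolysis; strong numbers were not always called active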
PhoP inhibition: PhoP-dependent GFP reporter repression – Salmonella Typhimurium, primary screen (AID 1863). S. Typhimurium PhoP-regulated promoter GFP reporter, 4 h; higher % means a stronger effect. inhibition, % at 50 µM; hits with a dose series show IC50 in µM. 0.16% of 300,000 active;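 active = inhibition over 29.93%, a cutoff 3 SD above the screen mean, later confirmed by dose response; inconclusive = inhibition over 29.93% but no dose response follow-up; inactive = inhibition at most 29.93% or unconfirmed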;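 also: 0% = low Mg2+ inducing control and 100% = high Mg2+ repressing control; strong numbers were not always called active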
LYP phosphatase: inhibitors of LYP phosphatase, biochemical, fluorescence intensity, uHTS (AID 1779); recombinant LYP phosphatase, fluorescence intensity; higher % means a stronger effect; inhibition, % at 11.5 µM; hits with a dose series show IC50 in µM; 0.054% of 290,000 active; in the data active = inhibition above about 50%;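 also: plate controls were vehicle with enzyme for no effect and no enzyme for full effect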
SV40 large T antigen: SV40 large T antigen inhibitors, biochemical (AID 1903); SV40 large T antigen ATPase/helicase inhibition assay; higher % means a stronger effect; 0.39% of 310,000 active; inhibition, % at 20 µM, or IC50 in µM where a hit was titrated; in the data active = a potency from the dose series; inconclusive = inhibition mostly from about 32% at the one dose, without a potency; inactive = the rest, 99 in 100 with inhibition below about 32%; also: strong numbers were not always called active
RSV antiviral HEp-2: inhibition of RSV-induced cytopathic effect – HEp-2 cells, primary 10 µM value included (AID 2391). HEp-2 cells, RSV-induced CPE inhibition; higher % means a stronger effect. CPE inhibition, % at 10 µM, or IC50 in µM where a hit was titrated. 0.13% of 310,000 active; in the data active = a potency from the dose series; inconclusive = CPE inhibition mostly from about 23% at the one dose, without a potency; inactive = the rest, 99 in 100 with CPE inhibition below about 21%; also: strong numbers were not always called active
NS5 inhibitors: flavivirus cap methylation enzyme inhibition – biochemical, confirmation dose response, primary screen (AID 588689) | Dengue-2 NS5 methyltransferase capping enzyme assay, biochemical; higher % means a stronger effect | inhibition, % at 25 µM, or IC50 in µM where a hit was titrated | 0.3% of 340,000 active; in the data active = a potency from the dose series; inconclusive = inhibition above about 29% without an active follow-up result
West Nile antiviral: inhibition of WNV-induced cytopathic effect – cell-based, CPE readout (AID 1621); one-dose CPE inhibition, % at 10 µM; IC50 in µM for titrated hits; 0.02% of 290,000 active; West Nile virus-infected cells, CPE inhibition; higher % means a stronger effect; in the data active = a potency from the dose series; inconclusive = CPE inhibition mostly from about 3.7% at the one dose, without a potency; inactive = the rest, 99 in 100 with CPE inhibition below about 2.2%; also: strong numbers were not always called active
GPR35 antagonists: GPR35 antagonists blocking zaprinast-driven arrestin recruitment, primary screen, imaging, U2OS, beta-arrestin-GFP, zaprinast agonist (AID 2058); U2OS GPR35 beta-arrestin-GFP translocation imaging, zaprinast antagonism; higher % means a stronger effect; inhibition, % at 10 µM, or IC50 in µM where a hit was titrated; 0.052% of 290,000 active;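 active = inhibition of at least 50% with at least 30 cells and total cytoplasm GFP at most 10,000,000; inconclusive = under 30 cells or total GFP of 10,000,000 plus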
NS5 inhibitors pilot replicate: further read-out of NS5 inhibitors, marked with its call; inhibition, %; measured here: pilot screen replicate inhibition
Starred values were filed as active, the others as inactive; u = inconclusive; x = no result given.

SMILES	ER stress rescue	Rac1 GTP hydrolysis	PhoP inhibition	LYP phosphatase	SV40 large T antigen	RSV antiviral HEp-2	NS5 inhibitors	West Nile antiviral	GPR35 antagonists	others
COc1cccc(CC2CC(=O)N(c3ccc4c(C)cc(=O)oc4c3)C2=O)c1 (stereo not drawn)	x	-4%	-12%	-5%	7%	-1.2%	-8%	0.0%	-19%
Cc1ccc(OCCCN2CCOCC2)c([N+](=O)[O-])c1	-1.8%	20%	14%	-8%	4%	0.8%	4%	0.0%	-21%
C=CCOc1ccccc1CNc1cccc(F)c1	1.3%	-7%	3%	-7%	-2%	0.6%	-1%	-0.3%	7%
Nc1nc(N)nc(-c2ccccn2)n1	0.7%	12%	10%	-8%	0%	-0.5%	3%	0.2%	16%
CC(C)c1ccc(NC(=S)NNc2ccc(Cl)c(C(=O)O)c2)cc1	x	4%	-5%	-4%	28%	-0.7%	27%	-0.1%	8%
CCc1nc2cc(Cl)c(Cl)cc2nc1CC	x	9%	-14%	2%	4%	0.7%	5%	0.2%	4%
COc1ccc(C(CNC(=O)c2cccc(S(=O)(=O)Nc3cccc(C)c3)c2)N2CCOCC2)cc1 (stereo not drawn)	x	8%	6%	x	6%	-0.6%	2%	x	x
Cc1ccc(NC(=O)COC(=O)CCc2ccc(S(=O)(=O)N3CCOCC3)cc2)cc1F	-0.3%	11%	-1%	2%	28%	1.4%	-3%	0.0%	-10%
CC(C)(C)Nc1nc(Cl)nc(NC(C)(C)C)n1	-2.4%	9%	-7%	-9%	14%	3.5%	2%	0.0%	3%
COc1ccc(-c2csc(NC(=O)CSc3ccc(Br)cc3)n2)c(OC)c1	-3.6%	2%	-6%	5%	1%	-0.4%	-1%	1.5%	15%
O=C(Nc1ccccc1)C1=C[C@@H](C2CC2)C[C@@H](OCCCCO)O1	-2.1%	6%	-2%	-8%	6%	0.8%	-3%	1.3%	13%
COC(=O)C1(C)NC(c2ccc(C)cc2)C2C(=O)N(c3ccc(F)cc3)C(=O)C21 (stereo not drawn)	x	-19%	2%	-4%	11%	2.3%	2%	0.5%	19%
CCOc1ccc(S(=O)(=O)n2ccc(C)n2)c2ccccc12	-1.9%	3%	2%	1%	0%	13%	1%	-0.3%	-5%
CCc1nnc(NC(=O)c2ccc(OCc3c(C)noc3C)c(OC)c2)s1	x	8%	3%	5%	6%	2.9%	-9%	-0.1%	1%
Cc1cc(-c2nnc(SCC(=O)Nc3cccc(F)c3)n2N)n[nH]1	x	14%	-6%	-10%	10%	0.5%	-16%	-0.2%	-2%
CCn1c(SCC(=O)Nc2ccc3c(c2)OCO3)nnc1C1CC1	x	10%	-3%	-9%	10%	1.8%	-3%	-0.5%	11%
COc1ccc(C2CC(c3ccc(Cl)cc3Cl)Nc3nc(N)nn32)cc1OC (stereo not drawn)	x	3%	5%	-1%	16%	1.1%	-4%	-0.7%	-19%
COc1ccc(CC(=O)Nc2ccc3nc(SC)sc3c2)cc1OC	1.4%	1%	0%	1%	10%	16%	-4%	-0.8%	3%
Cc1sc2c(c1C)C(=O)NC(c1cccc(O)c1)N2 (stereo not drawn)	-1.3%	x	3%	-5%	14%	4.4%	x	-0.7%	2%
CCNC(=O)N1c2ccccc2Sc2ccccc21	0.4%	-6%	1%	-8%	8%	1.3%	-9%	-0.5%	-4%
CCOC(=O)C1CN(S(=O)(=O)c2ccccc2)C1	-1.9%	5%	-5%	3%	1%	0.0%	-8%	-0.2%	9%
O=C(Nc1nc2ccc(Cl)cc2s1)[C@@H]1CCCN1C(=O)c1cccs1	-3.4%	10%	-1%	2%	-4%	5.0%	-1%	-0.5%	-23%
O=c1c(-c2ccco2)[n+]([O-])c2ccccc2n1OCc1ccccc1[N+](=O)[O-]	-0.7%	1%	1%	4%	3%	0.5%	8%	-0.8%	5%
CCCc1nnc(NC(=O)CCC(=O)Nc2ccc(Cl)cc2)s1	x	4%	0%	1%	7%	0.4%	7%	1.4%	-9%
CCN1CCN(c2cc(-c3ccccc3)nc3cc(-c4cccc(F)c4)nn23)CC1	-2.1%	7%	-5%	-8%	13%	u	-9%	1.5%	-23%
O=C(NCc1cccs1)c1cnc(Cl)c(Cl)c1	-3.2%	1%	-5%	-10%	5%	-1.1%	-1%	0.3%	-8%
CC(C(=O)Nc1nc2ccccc2s1)n1cc([N+](=O)[O-])cn1 (stereo not drawn)	0.2%	7%	0%	-2%	5%	5.9%	-3%	0.6%	-8%
CC(C(=O)NCc1ccco1)n1nc(-c2ccccc2)c2cc(Cl)ccc21 (stereo not drawn)	0.5%	2%	-5%	-8%	7%	2.3%	-8%	-0.5%	7%
CC1(C)CC(=O)C=C(NCc2cccc(C(F)(F)F)c2)C1	x	7%	-10%	0%	9%	3.5%	3%	-0.9%	4%
CSC1=NCCN1C(=O)c1c(F)cccc1Cl	-0.8%	0%	-6%	-6%	18%	-0.1%	-2%	0.6%	-13%
Cc1ccc([N+](=O)[O-])c2c1C(N1CC(C)OC(C)C1)C(C)(C)O2 (stereo not drawn)	x	12%	-9%	-1%	-2%	1.0%	-13%	-1.2%	1%
CN(C)S(=O)(=O)c1ccc(NC(=O)COC(=O)Cn2[nH]c(=O)c3ccccc3c2=O)cc1	x	14%	-8%	-9%	14%	0.4%	-4%	0.5%	6%
COCCCn1c(SCC(=O)NC2CCCC2)nnc1-c1ccncc1	x	6%	-2%	-14%	3%	0.1%	-4%	-0.1%	4%
COc1cccc(OC)c1C(=O)NC(=S)Nc1ccc2oc(-c3ccncc3)nc2c1	2.1%	1%	-4%	12%	9%	0.8%	-8%	-0.7%	-2%
CCOC(=O)C(=O)/C(=C\N(C)C)c1onc(-c2c(F)cccc2Cl)c1C(=O)OC	-2.7%	5%	-7%	-5%	8%	1.4%	-7%	0.1%	-6%
O=C(Nc1nccc(-c2cccs2)n1)c1cccs1	-1.6%	5%	20%	-4%	5%	0.5%	-7%	x	9%
CC(=O)c1cccc(NC(=O)c2ccc(C)o2)c1	-1.2%	7%	9%	-2%	4%	1.1%	-11%	0.0%	-12%
Cc1ccccc1-n1nc2c(c1NC(=O)c1c(-c3ccccc3Cl)noc1C)CSC2	-1.8%	6%	11%	-5%	7%	2.9%	0%	-0.6%	-11%
CCOc1ccc(CCNC(=O)CS(=O)(=O)Cc2nc(-c3ccc(OC)cc3)oc2C)cc1	x	6%	-2%	-9%	3%	6.0%	7%	0.1%	-13%
CCOC(=O)C(=CNc1ncccc1C)C(=O)OCC	0.4%	5%	-3%	4%	5%	2.7%	0%	-0.3%	-13%

3 structures out of the list, sorted by formula weight, lowest first:
SMILES	ER stress rescue	Rac1 GTP hydrolysis	PhoP inhibition	LYP phosphatase	SV40 large T antigen	RSV antiviral HEp-2	NS5 inhibitors	West Nile antiviral	GPR35 antagonists	others
CC(=O)c1cccc(NC(=O)c2ccc(C)o2)c1	-1.2%	7%	9%	-2%	4%	1.1%	-11%	0.0%	-12%
Cc1ccc([N+](=O)[O-])c2c1C(N1CC(C)OC(C)C1)C(C)(C)O2 (stereo not drawn)	x	12%	-9%	-1%	-2%	1.0%	-13%	-1.2%	1%
CCOC(=O)C(=O)/C(=C\N(C)C)c1onc(-c2c(F)cccc2Cl)c1C(=O)OC	-2.7%	5%	-7%	-5%	8%	1.4%	-7%	0.1%	-6%

Going on with the list:
SMILES	ER stress rescue	Rac1 GTP hydrolysis	PhoP inhibition	LYP phosphatase	SV40 large T antigen	RSV antiviral HEp-2	NS5 inhibitors	West Nile antiviral	GPR35 antagonists	others
COc1ccc(C2CC(c3ccccc3)=NN2C(=O)COC(=O)c2cccc(S(=O)(=O)N(C)C)c2)cc1 (stereo not drawn)	-2.5%	5%	-1%	5%	-1%	1.8%	-1%	-0.4%	2%
CCc1ccc(C(=O)COC(=O)CNC(=O)COc2ccccc2)cc1	0.0%	3%	2%	2%	8%	0.6%	-1%	0.5%	-6%
Cc1ccc(NC(=O)C(NCc2ccccn2)c2ccccc2)cc1 (stereo not drawn)	0.3%	1%	2%	-4%	24%	-1.6%	-2%	-0.3%	3%
Cn1nc(C(F)(F)F)c2cc(C(=O)Nc3ccc(F)cc3)sc21	x	-4%	0%	1%	5%	1.3%	-5%	-0.3%	8%
CC1CCN(c2nc3ccccc3nc2N2CCC(C)CC2)CC1	-0.6%	x	-5%	-6%	10%	1.1%	x	x	7%
O=C(Nc1cc(S(=O)(=O)N2CCOCC2)ccc1OCC(F)(F)F)C1=COCCO1	x	-6%	7%	x	11%	-0.6%	-7%	x	x
CSCCC(C(=O)OC1CCOC1=O)N1C(=O)c2ccccc2C1=O (stereo not drawn)	-0.2%	3%	-5%	-4%	4%	-0.7%	-1%	-0.3%	14%
CCOc1ccc(CN(C)CC(=O)Nc2cccc(S(=O)(=O)N(C)c3ccccc3)c2)cc1	0.9%	21%	8%	-4%	3%	u	4%	-0.7%	-16%
COc1ccc(OC)c(NC(=O)CSc2nnc(C3CCCCC3)n2N)c1	x	6%	-3%	x	9%	1.4%	-5%	x	x
CCOC(=O)c1ccc(NC(=O)Nc2ccc(F)cc2)cc1	-0.9%	12%	-5%	0%	6%	9.1%	-17%	-0.2%	-8%
C=CCOc1ccc(/C=N/N2C(=O)C(CC(=O)Nc3ccc(F)cc3F)SC2=NC)cc1 (stereo not drawn)	-1.2%	7%	7%	-2%	9%	1.7%	-4%	-1.0%	4%
CCCCOc1cccc(C(=O)Nc2ccc(NC(=O)c3cccs3)cc2)c1	x	8%	4%	-11%	6%	2.5%	-1%	0.7%	-10%
COc1ccc(C(=O)CCNc2ccc3c(c2)OCCO3)cc1	x	39%	-5%	6%	34%	1.2%	4%	-0.4%	-11%
CC(=O)Nc1ccc(Oc2cncc(Cl)c2)nc1	x	1%	4%	-8%	8%	2.2%	-2%	0.0%	10%
COc1ccc(N(CCCN2C(=O)c3cccc4cccc(c34)C2=O)C(=O)c2cccc(OC)c2)cc1	0.2%	8%	-6%	-4%	2%	6.4%	-1%	-0.1%	-4%
COCCNC(=O)c1cc(-c2cccnc2)nc2ccc(Br)cc12	0.2%	9%	-5%	-10%	15%	-0.6%	5%	1.5%	24%	NS5 inhibitors pilot replicate=-0.6
COC(=O)c1cc(S(=O)(=O)NCC2CCN(Cc3ccc(F)cc3)CC2)c[nH]1	x	7%	-5%	-6%	8%	1.6%	6%	0.1%	-13%
O=C(Cn1cccc1)N1CCN(c2ccc(F)cc2)CC1	1.4%	4%	6%	-12%	14%	1.5%	2%	0.0%	-1%
COc1cc(/C=N/NC(=O)CCc2c(C)n[nH]c2C)ccc1O	-3.4%	4%	1%	-3%	13µM*	0.8%	3%	0.0%	1%
